# Bioassay records from PubChem.
# RGS4-Gao reg: human RGS4-Galphao interaction regulation; P09471; Multiplexed bead flow cytometry, RGS4-Galphao binding; actives lie on both sides; binding response (% of control), % at 10 µM; 0.33% of 220,000 active; in the data active = binding response below about 49% or above about 150%; inactive = in between;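 also: fluorescent Galphao activated with aluminum fluoride binding bead-coupled RGS4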
# Target sequence (P09471 whole entry, looked up): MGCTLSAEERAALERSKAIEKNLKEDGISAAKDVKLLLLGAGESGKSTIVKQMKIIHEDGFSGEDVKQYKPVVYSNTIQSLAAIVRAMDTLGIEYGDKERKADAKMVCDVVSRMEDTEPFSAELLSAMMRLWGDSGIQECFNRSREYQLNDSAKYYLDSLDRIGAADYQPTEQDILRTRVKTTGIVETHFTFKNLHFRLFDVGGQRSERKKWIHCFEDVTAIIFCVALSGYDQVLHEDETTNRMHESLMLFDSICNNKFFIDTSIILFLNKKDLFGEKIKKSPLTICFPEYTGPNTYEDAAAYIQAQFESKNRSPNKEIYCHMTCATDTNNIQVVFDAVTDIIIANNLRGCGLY
# Mcl-1 Bim block: inhibitors of Bim-Mcl-1 interaction, human | AID 1009 | Bead-based flow cytometry, Bim peptide-Mcl-1 binding | inhibition, % at 10 µM | 0.1% of 190,000 active;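 also: 0% = no compound tracer wells and 100% = peptide blocker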
# Bcl-W Bim block: disrupts Bim peptide binding to human Bcl-W; Q92843; bead-based flow cytometry; AID 952; inhibition, % at 10 µM; 0.02% of 190,000 active;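 also: 0% = bound tracer without compound and 100% = peptide blocker; higher means less fluorescent Bim peptide bound to Bcl-W beads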
# Target sequence (Q92843 whole entry, looked up): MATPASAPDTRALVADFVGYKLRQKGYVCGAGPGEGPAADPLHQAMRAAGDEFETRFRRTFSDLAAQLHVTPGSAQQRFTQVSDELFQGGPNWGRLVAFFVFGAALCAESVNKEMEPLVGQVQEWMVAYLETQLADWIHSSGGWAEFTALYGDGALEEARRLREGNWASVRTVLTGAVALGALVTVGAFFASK
# Bim-Bfl-1: human Bim-Bfl-1 interaction inhibition. Q16548. Bead-based flow cytometry, Bim-Bfl-1 binding inhibition. inhibition, % at 10 µM. 0.12% of 190,000 active. AID 1008;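 also: 0% = wells without compound plus tracer and 100% = blocker peptide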
# Bim-Bcl-B: human Bim-Bcl-B interaction inhibition; 0.073% of 190,000 active; AID 951; bead-based flow cytometry, Bim peptide-Bcl-B binding; Q9HD36; inhibition, % at 10 µM;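 also: 0% = tracer peptide without compound and 100% = reference inhibitor peptide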
# RGS8-Gao reg: regulators of human RGS8-Galphao interaction; P09471; multiplexed bead flow cytometry, RGS8-Galphao binding; actives lie on both sides; response (percent of control binding), % at 10 µM; 0.34% of 220,000 active; in the data active = response below about 60% or above about 140%; inactive = in between;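 also: Galphao activated as the GDP aluminium fluoride complex binding bead-coupled RGS8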
# ABCB1 block: blocks JC-1 efflux by human ABCB1 transporter | P08183 | CCRF-Adr cells, flow cytometry | inhibition, % at 6.6 µM | 0.067% of 190,000 active | AID 1326; in the data active = inhibition above about 40%;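 also: 0% = vehicle and 100% = reference inhibitor; higher value means more JC-1 retained so stronger ABCB1 efflux block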
# ABCG2 inh: human ABCG2 inhibition, ABCB1 as counter-screen; Q9UNQ0; IgMXP3 cells, JC-1 efflux, flow cytometry; 0.1% of 190,000 active; AID 1325; inhibition, % at 6.6 µM;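 active = inhibition above 80%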;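 also: 0% = DMSO and 100% = nicardipine control wells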
#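 Read-out basis: Efflux inhibition in percent versus controls | Test system: ABCG2 IgMXP3 and barcoded ABCB1 CCRF-Adr cell mix | Quantity: 3 million cells/mL in well | Schedule: 10 min at 25 °C | Control set: Nicardipine as high control, DMSO as low control | Reagent: JC-1 as fluorescent efflux pump substrate | Signal: Flow cytometry of retained JC-1 fluorescence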
# Bcl-XL Bim block: human Bim-Bcl-XL interaction inhibition; Q07817; Bim peptide-Bcl-XL binding, bead flow cytometry, fluorescence; inhibition, % at 10 µM; 0.04% of 190,000 active
# Target sequence (Q07817 whole entry, looked up): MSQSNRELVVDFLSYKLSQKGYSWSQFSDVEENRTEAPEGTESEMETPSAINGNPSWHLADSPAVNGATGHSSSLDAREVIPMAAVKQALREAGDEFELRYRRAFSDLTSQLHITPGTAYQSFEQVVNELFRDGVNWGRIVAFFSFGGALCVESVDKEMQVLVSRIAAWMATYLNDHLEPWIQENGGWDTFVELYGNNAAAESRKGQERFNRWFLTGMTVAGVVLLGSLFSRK
# Bcl-2 Bim block: human Bim-Bcl-2 interaction inhibition. P10415. Bead-based flow cytometry, Bim peptide-Bcl-2 binding. inhibition, % at 10 µM. 0.06% of 190,000 active. AID 950; in the data active = inhibition above about 40%;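 also: 0% = no compound wells with probe peptide and 100% = reference peptide inhibitor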
# Target sequence (P10415 whole entry, looked up): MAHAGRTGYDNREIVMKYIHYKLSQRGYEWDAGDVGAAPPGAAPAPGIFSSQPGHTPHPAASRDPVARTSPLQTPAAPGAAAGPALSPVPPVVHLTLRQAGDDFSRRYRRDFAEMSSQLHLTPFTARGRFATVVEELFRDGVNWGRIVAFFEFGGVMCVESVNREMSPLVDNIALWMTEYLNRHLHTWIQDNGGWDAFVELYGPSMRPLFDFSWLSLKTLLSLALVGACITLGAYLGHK
# RGS7-Gao: regulators of human RGS7-Galphao interaction; P09471; Multiplexed bead flow cytometry, RGS7-Galphao binding; actives lie on both sides; binding response (% of control), % at 10 µM; 0.35% of 220,000 active; in the data active = binding response below about 49% or above about 150%;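 also: fluorescent Galphao held in activated GDP-AlF4 state binding bead-coupled RGS7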
# The depositor's hits bear a star; [ ] = another dose, or the depositor's remark. Rule as the data show it, unless noted: active = inhibition above about 40%. Not all compounds are listed, so the mix of outcomes need not match the whole.
# Every second line gives: RGS4-Gao reg	Mcl-1 Bim block	Bcl-W Bim block	Bim-Bfl-1	Bim-Bcl-B	RGS8-Gao reg	ABCB1 block	ABCG2 inh	Bcl-XL Bim block	Bcl-2 Bim block	RGS7-Gao
1. C[C@H]1CCC/C=C/C2C[C@H](O)CC2[C@H](O)/C=C/C(=O)O1 (stereo partly drawn)
  103.9	-1.0	-2.0	-2.0	-1.0	104.9	0.3	0.0	-5.0	-1.0	102.6
2. CCOP(=S)(OCC)c1ccc(N(C)C)cc1
  122.6	-4.0	-1.0	0.0	0.0	149.4*[activator]	5.5	13.5	-17.0	-3.0	116.0
3. CCOc1ccc(NC(=O)c2c(C)nn(Cc3ccccc3)c2Cl)cc1
  98.0	-4.0	-7.0	-4.0	-6.0	100.4	0.3	1.8	-11.0	-3.0	101.5
4. C=C(C)Cn1c(=O)n(CC2CS2)c2ccccc21 (stereo not drawn)
  101.1	-3.0	-3.0	0.0	-6.0	102.6	0.7	7.6	-5.0	-5.0	104.3
5. COc1ccc(OC)c(C(c2c(O)c3ccccc3oc2=O)c2c(C)n(C)n(-c3ccccc3)c2=O)c1 (stereo not drawn)
  101.8	0.0	3.0	-4.0	-1.0	104.4	2.0	6.9	-1.0	-2.0	101.0
6. CCC(=NCCC1=CCCCC1)c1c(O)[nH]c(=O)[nH]c1=O
  99.0	-4.0	2.0	-11.0	-7.0	100.3	-0.1	7.9	9.0	-10.0	96.9
7. CCN1C(=O)C(=Cc2ccc(C)s2)C(=O)N(CC)C1=S
  95.5	4.0	6.0	11.0	-26.0	101.5	-0.7	-2.9	4.0	12.0	97.2
8. O=C(Nc1ccc(Cl)cc1C(=O)c1ccccc1)c1ccccc1
  102.9	-4.0	-2.0	-1.0	-2.0	101.0	0.2	1.2	-4.0	-6.0	104.0
9. CN1CCC(N2CC3CC(C2)c2cccc(=O)n2C3)CC1 (stereo not drawn)
  95.3	-1.0	-3.0	8.0	2.0	94.4	1.8	4.2	2.0	4.0	97.8
10. COc1cc2c(cc1OC)-c1c(OC)c(OC)cc3c1[C@H](C2)[N+](C)(C)CC3
  99.3	-1.0	-2.0	-1.0	-8.0	99.8	1.2	-1.6	-5.0	0.0	99.1
11. CN1C(=O)/C(=C/c2cccn2-c2ccc3ccccc3c2)C(=O)NC1=S
  97.5	0.0	10.0	-5.0	-6.0	89.3	-2.6	-13.2	0.0	6.0	91.9
12. Oc1ccc(/C=N/NP(=S)(c2ccccc2)c2ccccc2)cc1O
  87.5	6.0	2.0	-6.0	0.0	92.5	-0.2	-0.6	-2.0	-6.0	86.6
13. CC(=Nc1ccc2c(c1)CCC2)c1c(O)n(C2CCCCC2)c(=O)[nH]c1=O
  101.7	-6.0	-3.0	-2.0	-5.0	105.2	1.9	3.4	-5.0	0.0	105.7
14. O=S(=O)(c1ccccc1)N1CCCCC1c1cccnc1 (stereo not drawn)
  99.2	-4.0	-2.0	-2.0	-1.0	101.6	0.5	2.1	-2.0	-3.0	99.2
15. O=C1CN(C(=O)COC(=O)Cc2ccccc2)c2ccccc2N1
  95.1	3.0	0.0	-3.0	-1.0	94.8	-0.1	5.8	-1.0	0.0	92.8
16. S=C1NCCN1
  98.9	-4.0	-3.0	-2.0	-6.0	101.8	0.0	1.2	-6.0	0.0	99.3
17. Cc1cccc(OCC(=O)N2CCN(Cc3ccc([N+](=O)[O-])cc3)CC2)c1
  99.7	0.0	-1.0	-6.0	-2.0	101.9	1.1	5.9	-3.0	-3.0	98.4
18. O=C(Cn1ncc2c3ccccc3n(Cc3ccc(F)cc3)c2c1=O)N1CCC2(CC1)OCCO2
  98.4	-2.0	0.0	-16.0	-7.0	99.2	7.2	33.0	-3.0	-7.0	99.8
19. COc1cccc(-n2c(-c3ccoc3)nc3ccccc3c2=O)c1
  93.4	-2.0	0.0	-15.0	-9.0	96.6	1.5	23.7	-8.0	-9.0	93.7
20. COc1cccc(NC(=O)CN2CC(c3ccccc3)CC2=O)c1 (stereo not drawn)
  104.2	0.0	0.0	-12.0	-6.0	103.0	0.1	0.8	-3.0	-10.0	103.4
21. COc1ccc(C(=O)C2CCCN(Cc3ccc(C)s3)C2)cc1OC (stereo not drawn)
  101.4	-1.0	0.0	-5.0	-1.0	100.0	1.7	-0.6	0.0	-3.0	94.7
22. CN1CCN(c2ccc(NC(=O)Oc3ccccc3)cc2)CC1
  95.2	-1.0	2.0	-7.0	-8.0	100.2	0.2	-0.1	-3.0	-7.0	99.9
23. Cn1c(=O)cc(SCC(=O)N2CCC3(CC2)OCCO3)c2ccccc21
  98.4	-7.0	-5.0	-4.0	-9.0	102.0	1.7	33.3	-13.0	-17.0	99.0
24. C(#CCN1CCOCC1)COCc1ccccc1
  99.7	-7.0	-5.0	-19.0	-11.0	102.0	0.1	41.3	-9.0	-10.0	101.1
25. COc1ccc(Cl)cc1C(=O)C1CCCN(CCO)C1 (stereo not drawn)
  101.5	-5.0	-2.0	-5.0	-6.0	108.0	0.6	1.8	-2.0	-7.0	108.8
26. COc1ccc(-c2nc(CSCC(=O)N3CCC4(CC3)OCCO4)c(C)o2)cc1OC
  100.4	-1.0	-2.0	-1.0	1.0	99.1	1.0	4.5	0.0	-1.0	99.3
27. CCN(N=Nc1nonc1OC)c1nonc1OC
  105.8	0.0	2.0	8.0	2.0	102.1	0.0	-0.2	0.0	-2.0	106.8
28. COc1ccc(CN2C(=O)NC(=O)/C(=C\c3ccc(OC)c(OC)c3OC)C2=O)cc1
  92.9	4.0	4.0	-4.0	-2.0	89.8	-1.0	-1.9	1.0	3.0	86.8
29. COC(=O)Nc1ccc(N=C(N)N[N+](=O)[O-])cc1
  105.1	1.0	0.0	-9.0	-4.0	105.9	-0.1	0.0	0.0	-6.0	104.8
30. Cc1nc2cc([N+](=O)[O-])ccc2c(=O)n1-c1ccccc1[N+](=O)[O-]
  99.3	0.0	1.0	3.0	0.0	105.0	1.4	5.0	-2.0	0.0	100.8
31. CCN(CC)CCCOC(=O)C(OC)(c1ccccc1)c1ccccc1
  98.1	2.0	-2.0	0.0	-2.0	99.5	0.5	1.1	-1.0	-2.0	101.0
32. O=C(c1cc(=O)[nH]c2ccc(Br)cc12)N1CCC2(CC1)OCCO2
  108.0	0.0	1.0	-1.0	-1.0	100.6	0.3	1.7	0.0	-3.0	105.9
33. COc1cccc(C2(C#N)CCN(C)CC2)c1
  71.7	-2.0	-5.0	-6.0	-6.0	83.8	0.3	2.4	-6.0	-1.0	96.0
34. Cc1nn(Cc2ccccc2)c(C)c1C(=O)O
  98.9	0.0	0.0	-5.0	-2.0	102.1	0.2	0.5	1.0	3.0	102.8
35. O=C1NC(=O)N(c2ccc(Cl)cc2)C(=O)/C1=C\c1ccc(Sc2nc3ccccc3[nH]2)o1
  91.0	4.0	2.0	9.0	10.0	89.6	-2.7	-15.7	-1.0	15.0	85.4
36. O=c1[nH]c(=O)n(-c2ccccc2)c(O)c1/C=C1/C(c2ccccc2)=Nc2ccccc21
  101.1	-2.0	0.0	1.0	0.0	102.4	-1.3	-3.8	-4.0	6.0	95.8
37. N#CC1=C(N)Oc2c(c(=O)oc3ccccc23)C1c1ccncc1 (stereo not drawn)
  99.6	0.0	3.0	4.0	3.0	104.6	0.4	1.6	-2.0	3.0	100.7
38. CCCCCCn1c(=O)c(C(=O)Nc2nnc(C)s2)c(O)c2ccccc21
  101.4	2.0	1.0	-5.0	0.0	105.3	-1.1	-2.0	-3.0	0.0	98.3
39. O=C1NC(=O)C2(Cc3ccccc3N3CCCC32)C(=O)N1c1ccccc1 (stereo not drawn)
  98.6	-7.0	-2.0	-24.0	-11.0	99.2	1.2	18.8	-11.0	-8.0	110.7
40. Cc1ccc(/C=C2\C(=O)NC(=O)N(Cc3ccccc3Cl)C2=O)o1
  89.2	-1.0	1.0	5.0	0.0	90.4	-0.6	-2.4	0.0	1.0	86.2
41. CN1CCN(c2ncc(C=O)s2)CC1
  101.9	0.0	0.0	-5.0	-2.0	100.4	-0.4	0.3	0.0	-4.0	102.9
42. COc1cc(/C=N/NP(=S)(c2ccccc2)c2ccccc2)ccc1O
  91.1	-2.0	0.0	0.0	-13.0	92.8	1.5	3.4	-2.0	-5.0	89.6
43. CC(C)OP(=O)(OC(C)C)C(O)c1ccccc1F (stereo not drawn)
  100.7	-1.0	-3.0	-7.0	-8.0	102.7	1.0	1.9	-5.0	-5.0	99.2
44. O=c1[nH]c(CN2CCNCC2)nc2ccccc12
  98.9	-6.0	-2.0	-18.0	-10.0	101.7	-1.7	10.4	-5.0	-9.0	96.9
45. O=c1[nH]c(=O)n(Cc2ccco2)c(O)c1/C=N/N1CCCCC1
  97.7	-5.0	-4.0	-5.0	-5.0	101.0	0.2	2.5	-7.0	-2.0	98.0
46. Cc1ccc2c(c1)CC1(CN2C)C(=O)NC(=O)N(c2ccccc2C)C1=O (stereo not drawn)
  96.8	-1.0	0.0	-11.0	-9.0	99.4	-2.3	-3.8	-17.0	-9.0	98.0
47. O=C(CN1C2CCC1CC(O)(c1cccnc1)C2)Nc1ccc2c(c1)OCO2 (stereo not drawn)
  91.9	-3.0	-2.0	-14.0	-10.0	96.5	-0.1	-0.3	-3.0	-11.0	100.2
48. NCC1(c2ccc3c(c2)OCCO3)CCCC1
  104.1	5.0	3.0	-12.0	-5.0	102.6	0.1	0.2	-2.0	-1.0	101.6
49. Cc1ccc(/C=C2/C(=O)NC(=O)N(CCc3ccc(F)cc3)C2=O)s1
  98.3	0.0	2.0	4.0	0.0	98.6	-0.9	-5.2	-2.0	9.0	99.5
50. COc1cccc(O)c1CN1CCCC(C(=O)c2sccc2C)C1 (stereo not drawn)
  103.2	3.0	3.0	-2.0	1.0	102.8	0.8	3.8	2.0	2.0	100.4
51. CCC(C)NC(=O)c1c(N)n(CC2CCCO2)c2nc3ccccc3nc12 (stereo not drawn)
  102.8	-2.0	0.0	-16.0	-17.0	100.6	5.7	70.0	-4.0	-9.0	101.4
52. CC(C)Oc1ccc(C2C(C#N)=C(N)Oc3c2c(=O)oc2ccccc32)cc1 (stereo not drawn)
  101.5	0.0	1.0	-10.0	-8.0	107.2	0.8	2.8	-1.0	-5.0	97.4
53. CCN(C(=O)Oc1ccccc1)c1ccc(C(O)(C(=O)OC)C(F)(F)F)cc1 (stereo not drawn)
  107.7	17.0	21.0	21.0	14.0	105.3	0.7	9.7	23.0	18.0	101.1

# Shown with bars between the fields: entries from further up
no. | smiles | RGS4-Gao reg | Mcl-1 Bim block | Bcl-W Bim block | Bim-Bfl-1 | Bim-Bcl-B | RGS8-Gao reg | ABCB1 block | ABCG2 inh | Bcl-XL Bim block | Bcl-2 Bim block | RGS7-Gao
46 | Cc1ccc2c(c1)CC1(CN2C)C(=O)NC(=O)N(c2ccccc2C)C1=O (stereo not drawn) | 96.8 | -1.0 | 0.0 | -11.0 | -9.0 | 99.4 | -2.3 | -3.8 | -17.0 | -9.0 | 98.0
47 | O=C(CN1C2CCC1CC(O)(c1cccnc1)C2)Nc1ccc2c(c1)OCO2 (stereo not drawn) | 91.9 | -3.0 | -2.0 | -14.0 | -10.0 | 96.5 | -0.1 | -0.3 | -3.0 | -11.0 | 100.2
48 | NCC1(c2ccc3c(c2)OCCO3)CCCC1 | 104.1 | 5.0 | 3.0 | -12.0 | -5.0 | 102.6 | 0.1 | 0.2 | -2.0 | -1.0 | 101.6
49 | Cc1ccc(/C=C2/C(=O)NC(=O)N(CCc3ccc(F)cc3)C2=O)s1 | 98.3 | 0.0 | 2.0 | 4.0 | 0.0 | 98.6 | -0.9 | -5.2 | -2.0 | 9.0 | 99.5
